Source: PubChem BioAssay
GoLoco inh red: inhibitors of human Gai1-RGS12 GoLoco interaction (red fluorophore). P63096. Gai1:RGS12 GoLoco peptide FP, rhodamine, 10 min. Potency, µM (series often up to 61.6 µM), inactives show at the highest dose activity, negative = inhibition, most hits filed as inhibitors. hit rate 0.44% among 230,000. AID 880; active = well fitted inhibition curve with a large enough effect, not every such curve was filed as active; inactive = no such curve, though single readings can be large or run the other way; also: nearly all actives have a fitted effect of over 30% in size; many of its hits are not listed in these tables
TRb SRC2 PPI: inhibitors of human thyroid hormone receptor beta-SRC2 interaction. P10828. TRbeta-SRC2 peptide binding, fluorescence polarization; receptor liganded with 1 µM T3. Potency, µM (doses to about 106 µM), without a hit: top-dose activity change, negative = inhibition, most hits filed as inhibitors. hit rate 0.065% among 280,000. AID 1469;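 also: plate controls were bound peptide for no effect and peptide without receptor for full effect; nearly all actives have a fitted effect of over 50% in size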
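A fluorescence polarization screen tested compounds at multiple concentrations against complex formation between 0.6 uM TRb ligand-binding domain and 20 nM Texas Red SRC2 peptide, with 1 uM T3 present; readout after 5 hr.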
GAA inhib: blocks human lysosomal alpha-glucosidase. purified human GAA, 4-MU-alpha-glucoside fluorescence. Potency, µM (titrated, usually from 76.9 µM), for the others: at the highest dose activity change, negative = inhibition, usual class: inhibitors. hit rate 0.005% among 200,000. AID 1466;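 also: plate controls were uninhibited enzyme wells for no effect and no-enzyme background for full effect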
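Human alpha-glucosidase, 4 nM, pre-mixed with test compounds before 400 uM 4-methylumbelliferyl substrate; 20 min room temperature at pH 5.0. Fluorescence read after pH 10 stop; AC50 values from Hill-equation fits.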
aGlu spleen mod: inhibits or activates alpha-glucosidase in human spleen homogenate; hit rate 0.006% among 240,000; human spleen homogenate, 4-MU-alpha-glucoside fluorescence; Potency, µM (series often up to 79.9 µM), for inactives: at the top dose activity change, negative = inhibition, hits mostly inhibitors; P10253;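 also: 0% = enzyme with vehicle and -100% = no enzyme basal signal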
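AC50 values come from Hill-equation fits of concentration-response data, normalized to no-enzyme and full-activity controls. Enzyme source: 1 ug human spleen homogenate; 1 mM fluorogenic 4-MU glucoside, pH 5.0 citrate buffer, 37 C, 40 min.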
L3MBTL1 block: inhibitors of human L3MBTL1; Q9Y468; AlphaScreen L3MBTL1–H3K9me1 peptide binding; Potency, µM (titrated, usually from 57.1 µM), inactives show top-dose activity, negative = inhibition, usual class: inhibitors; hit rate 0.66% among 230,000; AID 485360; also: nearly all actives have a fitted effect of over 60% in size
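Displacement of a biotinylated histone H3(1-15) peptide monomethylated at Lys9 (75 nM) from L3MBTL1 (50 nM) was measured by AlphaScreen after a 30 min room-temperature compound incubation; cefsulodin titration served as intraplate control.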
RECQ1 inh: blocks DNA unwinding by human RECQ1 | P46063 | RECQ1 DNA unwinding, red fluorescence kinetic read | Potency, µM (highest dose often 57.3 µM), without a hit: top-dose activity, negative = inhibition, hits mostly inhibitors | hit rate 0.54% among 240,000;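 also: plate controls were vehicle for no effect and no enzyme for full effect; nearly all actives have a fitted effect of over 30% in size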
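50 nM RECQ1T1 preincubated 15 min with compound in Tris pH 8.0 buffer with MgCl2, DTT, Tween-20 and 2.5 ug/ml poly(dI-dC); started with 200 nM TAMRA/BHQ-2 forked duplex and 2 mM ATP. Unwinding read as fluorescence (525/598 nm), two reads 2 h apart.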
TR SRC2 fluor cs: Texas Red fluorescence interference in TRb-SRC2 counter-screen; TRb/SRC2 Texas Red total fluorescence interference; Potency, µM (series often up to 106 µM), for inactives: at the top dose fluorescence change, negative = quenching; hit rate 0.29% among 280,000; AID 1479; active = well fitted curve in either direction with a large enough effect; inconclusive = small, poorly fitted or top-dose-only effect
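Flags fluorescent or light-absorbing compounds by total fluorescence, S + 2P, at 555 nm excitation and 632 nm emission. Mixture: 20 nM Texas Red SRC2 peptide, 0.6 uM human TRb LBD, 1 uM T3, 5% DMSO; compound exposure 5 h at ambient temperature.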
GAA glycogen: alters human alpha-glucosidase cleavage of glycogen; hit rate 0.38% among 300,000; Potency, µM (highest dose often 76.4 µM), for inactives: top-dose activity change, negative = inhibition, usual class: inhibitors; recombinant GAA, glycogen substrate, Amplex Red glucose oxidase fluorescence; P10253; AID 2100;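 also: 0% = full enzyme reaction and -100% = no-enzyme basal signal; the screen sought inhibitors and activators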
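Recombinant human enzyme (4 nM); glycogen substrate; 37 C, 40 min, pH 5.0. Readout: coupled glucose oxidase/Amplex Red fluorescence.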
* marks the source's active call; other numbers are inactive results; i = inactive; ? = inconclusive; · = no result given; & = joins results of further samples; [ ] = remark or other dose. Unless noted, calls follow the shape of the dose curve; as a rule, active = well fitted curve in the direction sought with a large enough effect; inconclusive = small, poorly fitted or top-dose-only effect, or another doubt; inactive = no such curve, though single readings can be large; an effect the other way counts as inactive or inconclusive. Unless noted, % is scaled to controls: 0 for no effect and ±100 for the full control effect; potency is read from the fitted curve at half-maximal effect. This is a subset (hit frequency here may not be typical).

SMILES | GoLoco inh red | TRb SRC2 PPI | GAA inhib | aGlu spleen mod | L3MBTL1 block | RECQ1 inh | TR SRC2 fluor cs | GAA glycogen
COc1ccccc1N(CC(O)CN(c1ccccc1)S(C)(=O)=O)S(=O)(=O)c1ccccc1 (centres undefined) | -1% | -7% | 0% | 1% | -2% | i | -4% | -12%
CC(=O)C(C)Oc1ccc2c3c(c(=O)oc2c1)CCCC3 (centres undefined) | -2% | -5% | -1% | -1% | 3% | i | -1% | 8%
CCOC(=O)C1CCN(C(=O)C2CCN(S(=O)(=O)c3cc(Cl)ccc3Cl)CC2)CC1 | -5% | -17% | -7% | -2% | 2% | -18% | 0% | 5%
C=CCN(CC=C)C(=O)C1CC(=O)N(c2ccc(Br)cc2)C1 (centres undefined) | 2% | -25% | -10% | -2% | -1% | -9% | 2% | 4%
COC(=O)c1c(-c2snnc2C)n[nH]c1C | 6% | -1% | · | ? | -1% | 18% | -2% | 5%
Cc1cc(C)cc(N(C(=O)CCC(=O)Nc2ccccn2)C(C(=O)NC(C)C)c2ccc(O)cc2)c1 (centres undefined) | 6% | 3% | 3% | 2% | 16% | -4% | -2% | 5%
COC(=O)N/N=C/c1cccnc1 | -4% | 3% | 4% | 4% | -2% | -3% | 0% | 5%
COc1ccc(C(=O)N/N=C(\C)Cn2cnc([N+](=O)[O-])n2)cc1 | -2% | 7% | -7% | 4% | 7% | i | 1% | -8%
COc1cc2ncnc(NCc3ccco3)c2cc1OC | 5% | -7% | 7% | -1% | -5% | i | -4% | 18%
CC1Cc2nc(SCC(=O)N3CCCC3)n(C)c(=O)c2S1 (centres undefined) | 10% | -3% | ? | 6% | 9% | 4% | -5% | 2%
CCOC(=O)c1c(-c2ccc(C)cc2)csc1NC(=O)CCSc1nnc2ccccn12 | 2% | -5% | -1% | 0% | 14% | -1% | 8% | -4%
CNC(=O)CSc1nnc(-c2cccnc2)n1CCc1ccccc1 | 3% | -6% | 2% | -3% | · | i | -8% | 1%
C/C(=N/NC(=O)CN1CCN(Cc2ccccc2Cl)CC1)c1ccncc1 | 6% | 0% | 6% | 1% | 5% | i | 0% | 1%
CC1CCN(S(=O)(=O)c2cccc(C(N)=O)c2)CC1 | -1% | 1% | 0% | -12% | 4% | -19% | -7% | 4%
CCCCN(C)CCOc1ccccc1OCC | 2% | 0%[53 µM] | 2% | 3% | -4% | -5% | -1%[53 µM] | 3%
C=Cn1ccnc1P(=S)(c1ccc2c(c1)c1ccccc1n2CC)c1nccn1C=C | 8% | -17% | 13% | 13% | -4% | 1% | 0% | -12%
CNCCC(Oc1ccc(C(F)(F)F)cc1)c1ccccc1 (centres undefined) | 6%&13%&-5%&60%&-4% | 8%&-8%&3%&10%&-1% | -5%[15.4 µM] | 8%&-16%&0%&-5%&9% | -2% | -4%&-6%&-4%&-6% | -2%&0%&-16%&0%&-1% | -4%
CCn1c(CC(=O)Nc2ccccc2)n[nH]c1=S | 9% | 3% | -16% | 2% | 3% | -9% | -2% | -7%
CCN1C(=O)C2(C(C#N)=C(N)Oc3cc(C)oc(=O)c32)c2ccccc21 (centres undefined) | 15% | 3% | 3% | 0% | · | -2% | 0% | 7%
CC(/C=N/NC(=O)CSc1nc2ccccc2n1C)=C\c1ccco1 | 7% | -2% | ? | 7% | -15% | ? | -2% | -4%
CCOCCCNC(=O)CCCn1nc(C)n2c(cc3sccc32)c1=O | -5% | 0% | -2%[15.4 µM] | -2% | -3% | -3% | -6% | 11%
CC1(C)C(=O)Nc2ccccc2N1C(=O)COc1ncnc2c(Cl)cc(Cl)cc12 | · | 1% | -1% | -8% | 9% | -4% | 0% | 4%
COc1ccc(Cl)cc1NC(=O)COC(=O)C(CC(C)C)N1C(=O)C2CC=CCC2C1=O (centres undefined) | 1% | -2% | -9% | 2% | 5% | -18% | -4% | -10%
COC(=O)c1ccc(C2C(Oc3ccccc3)C(=O)N2CCc2ccc(F)cc2)cc1 (centres undefined) | 7% | -6%[53 µM] | 12% | -1% | 12% | i | 1%[53 µM] | 8%
O=C(Nc1cccc(NC(=O)c2ccc(-c3ccc(Br)cc3)o2)c1)c1ccco1 | 5% | -3% | -1% | 3% | 1% | -4% | 0% | 5%

The last three entries of the part above are carried over, then new ones follow.
SMILES | GoLoco inh red | TRb SRC2 PPI | GAA inhib | aGlu spleen mod | L3MBTL1 block | RECQ1 inh | TR SRC2 fluor cs | GAA glycogen
COc1ccc(Cl)cc1NC(=O)COC(=O)C(CC(C)C)N1C(=O)C2CC=CCC2C1=O (centres undefined) | 1% | -2% | -9% | 2% | 5% | -18% | -4% | -10%
COC(=O)c1ccc(C2C(Oc3ccccc3)C(=O)N2CCc2ccc(F)cc2)cc1 (centres undefined) | 7% | -6%[53 µM] | 12% | -1% | 12% | i | 1%[53 µM] | 8%
O=C(Nc1cccc(NC(=O)c2ccc(-c3ccc(Br)cc3)o2)c1)c1ccco1 | 5% | -3% | -1% | 3% | 1% | -4% | 0% | 5%
N/C(Cc1cccc2ccccc12)=N\OC(=O)c1ccc(Br)o1 | -12% | -4% | 3% | 2% | · | 15% | 2% | -3%
CCN1C(=O)c2cccc3c(N)ccc1c23 | 8% | ? | -4% | -1% | -14% | -8% | -1% | 28µM*
c1ccc(Cc2nnc3sc(-c4ccncc4)nn23)cc1 | -3% | -8% | -2% | 4% | -5% | -12% | -1% | -7%
COCCn1c(=NC(=O)c2nc3ccccc3s2)sc2cc(S(C)(=O)=O)ccc21 | 17% | 1% | ? | 2% | 1% | -5% | -1% | -1%
Clc1ccsc1-c1ccc2ccccc2n1 | 4% | -10% | -5% | -3% | · | i | 0% | -1%
CCOC(=O)c1cc(CNC(=O)c2c(C)oc3c2CCCC3)c(C)o1 | -16% | 1% | -1% | -6% | -24% | -1% | 0% | 5%
CCOC(=O)c1c(N2C(=O)Nc3ccccc3N2O)n[nH]c1-c1cccc(Cl)c1 | -7% | -6% | 9% | -7% | · | -8% | -10% | 2%
Cc1cc(C)cc(NC(=S)NCc2cccs2)c1 | -1% | -2% | -4% | 1% | 2% | -2% | -2% | -11%
COCCCNC(=O)CSC1=Nc2ccccc2C2=NC(c3ccccc3)C(=O)N12 (centres undefined) | -2% | 1% | ? | 11% | · | -13% | -1% | 13%
CCCN1C(=O)c2ccccc2NC1c1ccc(OC)cc1OC (centres undefined) | -1% | -6% | 9% | 5% | 0% | i | 1% | -11%
Cc1cc(Cl)ccc1NC(=S)NC(C)(C)C | 7% | -3% | 1% | 8% | 10% | 14% | -3% | 11%
Cc1ccc(C(=O)CSc2ccc(-c3cccnc3)nn2)cc1 | 7% | 5% | 8% | -16% | · | -4% | -5% | 5%
O=c1[nH]c(SCc2cccc(Cl)c2)nc2ccccc12 | 2% | 0% | 3% | 11% | 3% | -5% | -1% | -5%
CC(C(=O)O/N=C(\N)c1cccnc1)c1ccc([N+](=O)[O-])cc1 (centres undefined) | 2% | 6% | -7% | 6% | · | -11% | -2% | 0%
O=C(N/N=C/c1ccc(-c2cccc([N+](=O)[O-])c2)o1)c1cccs1 | 5% | -4% | -13% | -1% | -16% | -1% | -2% | 2%
O=C(O)c1ccc(N/N=C/C=C/c2ccccc2[N+](=O)[O-])cc1 | 3% | -14% | ? | 0% | -27% | 0% | -3% | ?
Cn1nc(-c2ccc(NCCO)c([N+](=O)[O-])c2)c2ccccc2c1=O | 16% | 5% | 3% | 2% | -6% | -13% | 0% | -12%
CN(C)C(=O)N1CCC(C(=O)NCC2CCCO2)CC1 (centres undefined) | 2% | -1% | -3% | 2% | -10% | -17% | -1% | 1%
CCOC(=O)c1c(C)nc2sc3c(=O)n(-c4ccc(C(C)=O)cc4)cnc3c2c1-c1ccc(OC)cc1 | 1% | -3% | ? | -4% | 5% | -10% | 0% | 3%
CCN(CC)C(=O)Cc1cc(C(=O)O)c2ccccc2n1 | 4% | -4% | -22% | 3% | · | -6% | 0% | 3%
CCOc1cc(C(=O)N2CCN(C/C=C/c3ccccc3)CC2)cc(OCC)c1OCC | 5% | -5% | ? | -5% | · | -4% | 0% | 0%
O=S(=O)(Nc1ccncc1Cl)c1cc(Cl)ccc1Cl | -12% | 1% | -17% | 3% | 11% | i | 0% | -1%
CC(=O)Nc1cccc(N2C(=O)CCC2=O)c1 | 2% | -10% | 3% | 1% | -2% | -9% | -6% | 5%
O=C1N/C(=N/N=C/c2ccccc2O)SC1Cc1ccc(F)cc1 (centres undefined) | 9% | -1% | · | 3% | · | -4% | 1% | 1%
N#CCCn1[nH]c(-c2ccccc2)cc1=O | 0% | -5% | -16% | -1% | 1% | -1% | 4% | -23%

Sorted by count of non-hydrogen atoms (ascending): part of the list above.
SMILES | GoLoco inh red | TRb SRC2 PPI | GAA inhib | aGlu spleen mod | L3MBTL1 block | RECQ1 inh | TR SRC2 fluor cs | GAA glycogen
Cc1cc(Cl)ccc1NC(=S)NC(C)(C)C | 7% | -3% | 1% | 8% | 10% | 14% | -3% | 11%
O=c1[nH]c(SCc2cccc(Cl)c2)nc2ccccc12 | 2% | 0% | 3% | 11% | 3% | -5% | -1% | -5%
Cc1ccc(C(=O)CSc2ccc(-c3cccnc3)nn2)cc1 | 7% | 5% | 8% | -16% | · | -4% | -5% | 5%
CCOC(=O)c1cc(CNC(=O)c2c(C)oc3c2CCCC3)c(C)o1 | -16% | 1% | -1% | -6% | -24% | -1% | 0% | 5%
